# Assay outcomes: PubChem, National Center for Advancing Translational Sciences (NCATS)
# MLL CXXC-DNA inh: blocks binding of human MLL CXXC domain to DNA. MLL-CXXC / FITC-HOXA9 DNA fluorescence polarization. Potency, µM (highest dose often 115 µM), inactives show top-dose activity change, negative = inhibition, usual class: inhibitors. actives 0.037% (n = 290,000). Q03164. AID 2662; active = well fitted inhibition curve with a large enough effect in the polarisation, with a control signal flat, not every such curve was filed as active; inconclusive = small, poorly fitted or top-dose-only effect, or effect the other way, or a change in a side signal; inactive = no such curve, though single readings can be large or run the other way; the % refers to the polarisation; note: potency is the fitted concentration of half-maximal effect
#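 Purified MLL-CXXC (added from a 7 uM solution) was preincubated 5 min at ambient with pinned compounds in 50 mM Tris-HCl pH 7.5, 50 mM NaCl, 1 mM DTT, 0.05% BSA. Fluorescein-labeled HOX-A9 DNA (50 nM solution) followed, 30 min, then polarization read.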
# AT treatment: potential ataxia-telangiectasia treatment; […] A-T fibroblasts, KAP-1 phosphorylation AlphaLISA; neocarzinostatin DNA damage 30 min before lysis; Potency, µM (series often up to 57.5 µM), for the others: at the top dose activation, most hits filed as activators; actives 0.19% (n = 320,000); AID 485349; note: potency is the fitted concentration of half-maximal effect; % of control where 0% means no effect; nearly all actives have a fitted effect of over 45% in size
#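 ATM-like activity read as KAP-1 phosphorylation via AlphaLISA donor/acceptor antibody pairs after lysis and 6 hr at 25C. Cells were ATM-null patient fibroblasts ([…], hTERT), dosed 60 min, then exposed to the DSB inducer NCS for 30 min.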
# FBPA coupling cs: coupling enzyme interference in Giardia aldolase counter-screen. actives 0.67% (n = 290,000). coupling enzyme system counterscreen, AmpLite Red fluorescence. activity change, negative = inhibition, % at 58.2 µM, hits read low. AID 2472; in the data active = activity change below about -30%; note: % is set by controls: 0 for no effect and ±100 for the full control effect
#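 First, compound is pin-transferred into glyceraldehyde-3-phosphate coupling-enzyme reagent at 57.5 uM final and held 10 min at RT. Next, substrate, coupling system and AmpLite Red are added. After 20 min RT, fluorescence (525/598 nm) is read.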
# TRPV1 ag: agonists of human vanilloid receptor 1 (TRPV1); Q8NER1; TRPV1-expressing cells, Fluo-8 calcium influx, agonist mode; actives 0.19% (n = 320,000); activation, % at 8.33 µM; in the data active = activation above about 80%; inconclusive = between about 30% and that limit; note: 0% is about no effect
# Target sequence (Q8NER1 whole entry, looked up): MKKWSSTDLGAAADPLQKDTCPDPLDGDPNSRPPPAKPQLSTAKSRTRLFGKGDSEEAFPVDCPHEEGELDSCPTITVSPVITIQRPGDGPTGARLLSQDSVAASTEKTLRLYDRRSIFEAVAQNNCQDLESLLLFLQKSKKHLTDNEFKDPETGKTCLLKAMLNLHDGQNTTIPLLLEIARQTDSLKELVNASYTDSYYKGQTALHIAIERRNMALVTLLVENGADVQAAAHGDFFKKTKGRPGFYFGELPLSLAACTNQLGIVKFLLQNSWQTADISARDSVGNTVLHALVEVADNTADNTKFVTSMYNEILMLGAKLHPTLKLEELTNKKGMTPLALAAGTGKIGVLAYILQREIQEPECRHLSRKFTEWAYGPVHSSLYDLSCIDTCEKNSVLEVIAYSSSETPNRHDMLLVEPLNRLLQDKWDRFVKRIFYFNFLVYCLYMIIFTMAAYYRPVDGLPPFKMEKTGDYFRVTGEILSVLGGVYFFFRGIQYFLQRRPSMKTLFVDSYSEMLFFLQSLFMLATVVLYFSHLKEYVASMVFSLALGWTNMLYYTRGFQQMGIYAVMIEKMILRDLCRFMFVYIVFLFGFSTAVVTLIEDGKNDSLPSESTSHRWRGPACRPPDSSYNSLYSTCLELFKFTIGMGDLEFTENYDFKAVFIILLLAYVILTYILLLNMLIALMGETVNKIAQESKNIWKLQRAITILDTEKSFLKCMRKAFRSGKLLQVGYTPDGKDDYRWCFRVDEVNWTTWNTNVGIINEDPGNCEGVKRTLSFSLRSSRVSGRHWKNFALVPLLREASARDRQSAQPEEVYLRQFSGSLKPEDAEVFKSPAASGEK
#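 Cells expressing TRPV1 were dye-loaded with Fluo-8 and read kinetically: 10 s baseline, 3 min after compound (agonist portion), then 2 min after EC20 capsaicin (allosteric enhancer portion). Calcium-bound dye fluorescence at 480/520 nm.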
# KCNH2 WT inh: KCNH2 (human, wildtype) channel inhibition; actives 0.37% (n = 340,000); AID 720551; U2OS, BacMam KCNH2, thallium flux FluxOr; stronger effect = lower value; activity change, % at 1.84 µM;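 active = maximum activity change below -70%; inconclusive = maximum activity change between -70% and -50%; inactive = maximum activity change above -50%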; note: % is set by controls: 0 for no effect and ±100 for the full control effect
#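 U2OS cells transduced with wild-type KCNH2 virus are loaded with FluxOr dye for 45 min, and thallium flux is measured in kinetic reads before and after stimulation buffer. Rate constants are normalized to DMSO controls.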
# a7 integrin act: integrin-mediated muscular dystrophy alleviation activation; alpha7betagal myoblasts, beta-gal FDG fluorescence, 48 h; Potency, µM (doses to about 38.3 µM), inactives show at the highest dose activation, actives largely listed as activators; actives 0.064% (n = 350,000);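 note: potency is the fitted concentration of half-maximal effect; 100% = response of the positive control SU9516; nearly all actives have a fitted effect of over 60% in size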
#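 alpha7betagal+/- myoblasts (passage 13, 250/well) treated 48 h at 37C with compounds at 1:260 dilution of DMSO stock. Lysed, then beta-galactosidase activity read as FDG fluorescence (ex 480/em 540) after 30 min, with pre-read for autofluorescence.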
# S-ASM inh: inhibitors of human secretory acid sphingomyelinase | Potency, µM (titrated, usually from 57.5 µM), for the others: at the highest dose activity change, negative = inhibition, usual class: inhibitors | actives 0.006% (n = 340,000) | AID 504937 | P17405 | placental ASM, HMU-PC fluorogenic substrate, 60 min; note: potency is the fitted concentration of half-maximal effect
#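 Fluorescence read-out (Ex 386 nm, Em 447 nm) after stopping the reaction at pH 10. Enzyme: ASM from human placenta; substrate HMU-PC0, 9 uM final; 60 min, 37 °C. Compound preincubation 10 min, ambient temperature.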
# MBNL1 CUG block: inhibitors of human MBNL1 binding to CUG repeat RNA. actives 0.036% (n = 280,000). AID 2675. Q9NR56. TR-FRET MBNL1-His/biotin-(CUG)12 binding, 665/545 ratio. Potency, µM (doses to about 57.5 µM), without a hit: at the top dose activity change, negative = inhibition, actives largely listed as inhibitors; active = well fitted inhibition curve with a large enough effect in the signal ratio, with a control signal flat, not every such curve was filed as active; inconclusive = small, poorly fitted or top-dose-only effect, or effect the other way, or a change in a side signal; inactive = no such curve, though single readings can be large or run the other way; the % refers to the signal ratio; note: potency is the fitted concentration of half-maximal effect; % is set by controls: 0 for no effect and ±100 for the full control effect
#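 Compound titration spanned 92 nM–58 uM against the MBNL1-His/biotin-(CUG)12 complex. After 60 min at room temperature with 5 nM streptavidin-XL665 and 0.055 ng/ul terbium anti-His, ratiometric 665/545 nm emission (Ex 340 nm) normalized to controls.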
# KCNH2 3.1 inh: inhibitors of human KCNH2 3.1 potassium channel isoform. AID 720553. U2OS KCNH2 3.1, thallium flux FluxOr; stronger effect = lower value. actives 0.95% (n = 340,000). activity change, % (tested at about 1.8 µM);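 active = maximum activity change below -70%; inconclusive = maximum activity change from -70% to -50%; inactive = maximum activity change above -50%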;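 note: thallium influx rate constant from kinetic fluorescence after stimulation buffer; % is set by controls: 0 for no effect and ±100 for the full control effect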
#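 Thallium flux read-out: FluxOr dye with Red40 quencher in HBSS/HEPES, 45 min at RT. Rate constants from kinetic reads were normalized to positive and negative DMSO controls. Cells: U2OS virally expressing the 3.1 isoform.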
# GALK inh: inhibitors of human galactokinase. AID 1868. P51570. actives 0.007% (n = 270,000). Potency, µM (top dose mostly 57.5 µM), for the others: at the top dose activity change, negative = inhibition, actives largely listed as inhibitors. Purified GALK, Kinase-Glo residual ATP luminescence; note: potency is the fitted concentration of half-maximal effect; % is set by controls: 0 for no effect and ±100 for the full control effect
#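 Kinase-Glo Plus luminescence measured ATP left after a 1 h room-temperature reaction. The reaction used 5 nM GALK, 100 uM galactose and 35 uM ATP at pH 8.0 (20 mM HEPES, 5 mM MgCl2, 60 mM NaCl, 1 mM DTT, 0.01% BSA).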
# * hit, by the source's call; ? = inconclusive; nt = no result given; [ ] = remark or other dose. Unless noted, calls come from the whole dose curve; as a rule, active = well fitted curve in the direction sought with a large enough effect; inconclusive = small, poorly fitted or top-dose-only effect, or another doubt; inactive = no such curve, though single readings can be large; an effect the other way counts as inactive or inconclusive.
SMILES,MLL CXXC-DNA inh,AT treatment,FBPA coupling cs,TRPV1 ag,KCNH2 WT inh,a7 integrin act,S-ASM inh,MBNL1 CUG block,KCNH2 3.1 inh,GALK inh
C/C(=N\N1CCCCC1)c1ccccc1O,41%[activator],-6%,0,3,-7,3%,0%,-4%,7,0%
CC(C)NC(=O)COc1ccc(S(=O)(=O)N2CCOCC2)cc1,3%,-3%,-2,1,-18,14%,2%,-4%,-2,-2%
O=C(N/N=C/c1ccc(Br)cc1)c1ccc(NC(=O)c2ccccc2)cc1,nt,nt,nt,nt,10,-17%,5%,nt,-10,nt
COc1ccc(C(=O)Nc2ccc3oc(-c4cccnc4)nc3c2)cc1OC,3%,1%,5,6,4,-35%,8%,20%,-1,-2%
COc1ccccc1CNC(=O)CN1C(=O)c2ccccc2S1(=O)=O,-9%,1%,0,-3,-1,?,-3%,0%,6,1%
Cc1ccc(/C=C2\OC(=O)c3ccccc32)cc1,-3%,-2%,-3,25,-21,?,35%[activator],14%,-1,-3%
C=CCn1c(SCC(=O)NC23CC4CC(CC(C4)C2)C3)nc(O)cc1=O,-6%,2%,-1,-2,-6,33%,0%,3%,31,-4%
Oc1c(Cl)cc(Cl)cc1C=Nc1ccc(Br)cc1,1%,-2%,0,0,-9,-31%,1%,-1%,1,nt
Cc1ccc(CNC(=O)Cn2ccc3ccccc3c2=O)o1,13%,-20%,1,2,-5,-10%,2%,-7%,3,1%
Cn1c(=O)n(C)c2cc(NC(=O)Cc3ccccc3[N+](=O)[O-])ccc21,0%,1%,0,3,-17,28%,-2%,?,1,0%
CCCCN(C(=O)c1cc(=O)[nH]c2ccccc12)c1c(N)n(CCC)c(=O)[nH]c1=O,-1%,-1%,2,0,-8,-10%,27%,-13%,7,nt
COC(=O)c1ccc(C(=O)OC)c(NC(=O)CN2CCN(c3ccccc3OC)CC2)c1,2%,5%,2,21,18,0%,1%,0%,3,-3%
O=C(COC(=O)C1CC2CCCC(C1)C2=O)NNC(=O)c1ccccc1F (configuration not stated),nt,8%,nt,5,-19,11%,-4%,nt,-4,nt
O=C(C1CCCO1)N1CCN(S(=O)(=O)c2ccc(Cl)cc2)CC1 (configuration not stated),-7%,-1%,nt,-2,6,2%,1%,-4%,-13,-6%
Cc1ccc2cccc(OC(=O)/C=C\c3ccccc3)c2n1,-11%,3%,0,1,-11,-22%,1%,-3%,-2,-1%
O=[N+]([O-])c1ccc(O)c(CNCc2ccccc2)c1,nt,nt,nt,nt,-10,14%,-3%,nt,11,nt
C1CCN(c2nc3nonc3nc2NCC2CCOCC2)CC1,4%,-2%,1,-1,-1,8%,-1%,10%,14,-2%
Cc1cc(C)c(NC(=O)CS(=O)CC(=O)NCCN2CCCCCC2)c(C)c1 (configuration not stated),-5%,3%,0,1,-12,-28%,5%,-7%,-13,0%
CCOC(=O)COc1ccc(C2NC(C(=O)O)CS2)cc1 (configuration not stated),-3%,1%,1,3,-7,10%,-3%,2%,-8,0%
O=S(=O)(N1CCCCC1)N1CCN(c2cc(Cl)ccc2Cl)CC1,11%,3%,-2,?,-3,-11%,-4%,-8%,-25,-1%
Cn1c(=O)c2c(nc(NCC3CCCC(CN)C3)n2Cc2ccc(Cl)cc2Cl)n(C)c1=O (configuration not stated),-6%,9%,-2,-4,-1,-72%[inhibitor],3%,-7%,-6,-1%
O=C(c1cccnc1)N1CCN(c2ccc3ccccc3n2)CC1,3%,5%,0,1,-2,7%,30%,-4%,4,0%
COc1cc2ccccc2cc1C(=O)N/N=C/c1ccc2c(c1)OCO2,11%,21%,nt,2,-10,0%,-2%,?,-3,-10%
COc1ccc(C2=C/C(=C\c3ccc(OC(C)=O)cc3)C(=O)O2)cc1,-1%,2%,6,0,-4,-2%,41%[activator],5%,2,-1%
O=C(CN1CCN(C(=O)c2cccs2)CC1)NC1CCCCC1,5%,29%,0,-1,-5,-31%,0%,-13%,-20,3%

# An excerpt from above with just GALK inh and a7 integrin act.
smiles	GALK inh	a7 integrin act
Cc1ccc2cccc(OC(=O)/C=C\c3ccccc3)c2n1	-1%	-22%
O=[N+]([O-])c1ccc(O)c(CNCc2ccccc2)c1	nt	14%

# The list continues.
SMILES,MLL CXXC-DNA inh,AT treatment,FBPA coupling cs,TRPV1 ag,KCNH2 WT inh,a7 integrin act,S-ASM inh,MBNL1 CUG block,KCNH2 3.1 inh,GALK inh
Cc1ccc(-c2cc(C(F)(F)F)n3ncc(C(=O)O)c3n2)cc1,-1%,-1%,1,2,2,17%,9%,?,-4,-2%
CC(C)C(=O)Nc1cc(C(F)(F)F)ccc1-n1ccnc1,11%,2%,2,-1,-4,31%,-3%,-9%,-31,0%
Cc1ccccc1C(=O)O/N=C(\N)Cc1cccs1,13%,1%,1,4,-16,21%,0%,-1%,-3,6%
NS(=O)(=O)c1ccc(NC(=O)COC(=O)c2c3c(nc4ccccc24)/C(=C\c2ccc4c(c2)OCO4)CCC3)cc1,?,6%,-7,29,7,-63%[inhibitor],155%[activator],41%[activator],5,0%
CC(C)NCc1c(O)c(Br)cc2oc3c(c12)CCCC3,10%,-1%,-4,0,-1,11%,-3%,-8%,14,-2%
COc1ccccc1N1CCN(S(=O)(=O)c2ccc3c(c2)NC(=O)C(C)C(=O)N3)CC1 (configuration not stated),nt,1%,3,-1,-5,22%,0%,2%,0,nt
N#Cc1nc(COc2ccc(F)cc2)oc1N1CCCCC1,5%,2%,-2,23,-1,-2%,3%,-5%,-1,-1%
Cc1noc(C)c1COC(=O)c1ccc(N(C)C)cc1,4%,4%,2,10,1,0%,-3%,-8%,-2,1%
CC(=O)Nc1ccc(NC(=O)COC(=O)c2c(-c3ccccc3)noc2C)cc1,nt,1%,nt,12,-4,-26%,-1%,nt,-3,nt
CCc1nnc(NC(=O)CSc2sc3c(O)cc(=O)[nH]c3c2C#N)s1,4%,1%,-2,-1,-6,4%,-5%,?,-10,-8%
Cc1ccccc1/C=N\NC(=O)c1ccc(Cn2cccn2)o1,4%,-6%,0,-1,0,-17%,-2%,67%[activator],-6,2%
COCCN(C(=O)COC(=O)c1ccco1)c1c(N)n(Cc2ccccc2)c(=O)[nH]c1=O,nt,-8%,nt,3,-29,-12%,4%,nt,5,nt
CCn1c(=S)sc2c(=O)n(CC(=O)Nc3ccccc3OC)c(C)nc21,-3%,0%,-1,14,-7,11%,?,-6%,4,7%
O=C(NCc1ccc2c(c1)OCO2)C1CC(=O)N(c2ccc(F)cc2)C1 (configuration not stated),5%,-6%,3,9,0,-14%,2%,?,5,1%
COc1ccccc1C(=O)N/C(N)=N/c1nc2ccccc2o1,6%,-2%,0,12,13,-10%,4%,4%,-22,-3%
Cc1ccc(CCN2CC(C(=O)O)CC2=O)cc1 (configuration not stated),-2%,2%,1,2,-4,-13%,-3%,-4%,1,-1%
OCC1(CCOc2ccccc2)CCN(C2Cc3ccccc3C2)CC1,33%[activator],-8%,2,0,15,-13%,2%,-6%,-77*,-2%
CCOC(=O)c1c(S(=O)(=O)NCC(=O)N2CCN(c3ccccc3OC)CC2)c(C)n(C)c1C,2%,5%,nt,1,-9,-8%,2%,2%,-3,-4%
Cc1ccc(NC(=O)CCNC(=O)c2ccccc2Cl)cc1S(=O)(=O)N1CCOCC1,nt,-12%,nt,-1,-1,4%,2%,nt,-7,nt
COc1ccc(OC)c(CN2CCN(C(=O)c3ccc(NS(=O)(=O)c4cccc([N+](=O)[O-])c4)cc3)CC2)c1,nt,5%,nt,-1,-2,9%,-1%,nt,-1,nt
OC1CCN(Cc2cccc3ccccc23)CC1,17%,-9%,2,1,5,22%,-1%,2%,12,0%
O=C(CCCc1ccccc1)Nc1cccnc1Cl,6%,4%,3,14,1,5%,-3%,-2%,5,-1%
CCOC(=O)c1ccc(NS(C)(=O)=O)cc1,-4%,0%,0,1,-6,7%,2%,-1%,0,-2%
Cc1ccc(C)c(NC(=O)C(c2ccccc2)N2CCN(CC(=O)NC3CC3)CC2)c1 (configuration not stated),nt,-8%,nt,1,-4,-3%,4%,nt,-5,nt
CCCCCC(=O)NNC1CC(=O)N(c2cccc(OCC)c2)C1=O (configuration not stated),3%,6%,1,-5,8,0%,2%,-12%,13,4%
Cc1ccc(NC(=O)C2CCCN(C(=O)c3ccc(Cl)cc3)C2)cc1C (configuration not stated),-1%,-6%,-1,?,-6,-26%,-2%,-7%,-122*,10%
COc1ccccc1CC(=O)N(Cc1ccccc1)c1ccc(C)cc1,4%,13%,nt,22,-5,32%,-5%,3%,-17,1%
